# SKN-1 inh – blocks SKN-1 activity in C. elegans | 0.49% of 360,000 active | C. elegans VP596 Pgst-4::GFP/RFP ratio, acrylamide-induced, 24 h | inhibition, % at 21.8 µM;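 active = interference check ratio from 0.5 to 1.5 plus GFP to RFP signal ratio inhibition reaching or exceeding a fixed threshold, cut at about 30% in these data, passing the limit was not always enough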; also: some compounds called inactive have numbers as strong as hits
# Neddyl block – inhibitors of human cullin neddylation; P61081+Q13564; 0.58% of 360,000 active; TR-FRET cullin neddylation, biochemical; calls only at 25 µM; in the data active = inhibition above about 36%
# Target sequence (P61081 whole entry, looked up): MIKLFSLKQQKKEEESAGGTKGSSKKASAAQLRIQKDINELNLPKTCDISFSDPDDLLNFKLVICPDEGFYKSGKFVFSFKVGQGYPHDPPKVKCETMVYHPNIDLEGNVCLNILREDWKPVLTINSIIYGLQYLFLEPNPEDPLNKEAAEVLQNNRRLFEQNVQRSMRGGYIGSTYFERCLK
# Target sequence (Q13564 whole entry, looked up): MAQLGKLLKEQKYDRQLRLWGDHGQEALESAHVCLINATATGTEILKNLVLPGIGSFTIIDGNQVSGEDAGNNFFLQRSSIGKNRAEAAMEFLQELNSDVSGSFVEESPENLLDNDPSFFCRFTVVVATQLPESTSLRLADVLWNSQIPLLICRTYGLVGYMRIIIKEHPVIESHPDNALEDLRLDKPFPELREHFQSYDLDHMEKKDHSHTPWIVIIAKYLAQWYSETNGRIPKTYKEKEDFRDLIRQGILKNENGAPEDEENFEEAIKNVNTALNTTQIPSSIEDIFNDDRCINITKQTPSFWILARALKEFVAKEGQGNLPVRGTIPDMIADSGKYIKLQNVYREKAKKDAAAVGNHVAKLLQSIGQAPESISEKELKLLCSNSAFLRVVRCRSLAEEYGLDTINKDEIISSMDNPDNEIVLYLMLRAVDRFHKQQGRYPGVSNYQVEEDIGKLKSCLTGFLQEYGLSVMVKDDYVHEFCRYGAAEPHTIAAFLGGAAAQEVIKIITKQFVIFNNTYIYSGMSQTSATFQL
# NRP1-CendR mod – alters CendR peptide binding to human NRP-1; FAM-RPARPAR peptide binding to NRP-1, fluorescence polarization; inhibition, % at 25 µM; 0.85% of 360,000 active;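 active = inhibition or corrected inhibition above about 18%, plus a signal ratio from 0.5 to 1.5, limit read from the data, passing the limit was not always enough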; also: strong numbers were not always called active
# E coli Lon inh – inhibitors of E. coli Lon protease. AID 602123. P0A9M0. purified E. coli Lon protease, fluorescence polarization. inhibition, % at 7.94 µM. 0.42% of 360,000 active; in the data active = inhibition above about 13%, passing the limit was not always enough;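 also: 0% = enzyme with probe and DMSO and 100% = no enzyme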
# MsrA inh – inhibitors of bovine MsrA; purified bovine MsrA, absorbance read-out; inhibition, % at 15.5 µM; 0.75% of 360,000 active; in the data active = inhibition above about 4.5%;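 also: 0% = vehicle wells with enzyme and 100% = reference inhibitor wells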
# FAS TE block – FAS thioesterase (human) inhibition. recombinant FAS-TE, OMFH fluorogenic substrate, fluorescence endpoint. AID 602261. 0.67% of 360,000 active. P49327. inhibition, % at 15 µM;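 active = compounds whose normalised, plate-corrected inhibition of enzyme fluorescence in the single-dose primary screen is 50% or more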;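 also: 0% = DMSO with enzyme and 100% = substrate without enzyme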
# MT1-MMP act inh – MT1-MMP (human) activation inhibition; HT1080 RFP-PRO-GFP cells, GFP/RFP ratio fluorescence, overnight; percent of plate control window, DMSO zero; 0.061% of 360,000 active; P50281; AID 651647; GFP/RFP ratio change, % at 20 µM;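 active = GFP/RFP ratio change of at least 30% with cell ATP level not reduced by more than half and red fluorescence within 50% of control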; also: strong numbers were not always called active
#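 Material: RFP-PRO-GFP reporter HT1080 cells. Dosing: single-point 20 µM compound, 1% DMSO. Controls: DMSO and RFP-L50D-GFP cell wells. Timing: cells overnight before dosing, compound overnight, 37 °C, 5% CO2. Measure: GFP/RFP fluorescence ratio.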
# bovine MsrA act – activators of bovine methionine sulfoxide reductase A; purified bovine MsrA, absorbance read-out; 0.3% of 360,000 active; activation, % at 10.6 µM; in the data active = activation above about 7.5%;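 also: 0% = vehicle and 100% = reference activator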
# Rin1 Abl inh – inhibitors of human Rin1-Abl protein interaction; inhibition, % at 7.35 µM; 0.4% of 360,000 active; TR-FRET Rin1/Abl binding, biochemical; in the data active = inhibition above about 5%, passing the limit was not always enough
# Starred values were filed as active, the others as inactive; i = inactive; nt = not tested or not shown.
molecule,SKN-1 inh,Neddyl block,NRP1-CendR mod,E coli Lon inh,MsrA inh,FAS TE block,MT1-MMP act inh,bovine MsrA act,Rin1 Abl inh
Cc1nc2ccccc2n1CC(=O)OCC(=O)NCCc1ccccc1,-19,i,9,1,0.7,-8,0,-1,-1
CCCOc1ccc(-c2csc(N)n2)cc1[N+](=O)[O-],4,i,6,-11,-0.1,2,3,0,-4
CC1(C)Cc2c(c(=S)nc(-c3ccccc3)n2CCO)CO1,12,i,9,-3,4.3,-1,3,-7,-3
O=C(NCc1nnc(SCC(=O)N2CCCc3ccccc32)o1)c1c(F)cccc1Cl,-4,i,8,12,-1.2,-2,nt,-3,0
CCOC(=O)C(CCc1nnc(N)s1)C(=O)OCC,-18,i,-1,-3,0.3,-10,-2,-12,3
CCN(CC(=O)Nc1ccccc1C(F)(F)F)C(=O)Cc1ccc2c(c1)CCC2,4,i,-4,1,0.3,-1,-1,-2,1
Cc1cc(Br)c(OCC(=O)NN)c2c1CCC2,4,i,2,-14,-0.6,-5,2,-4,-3
CC(C)(Oc1cccc2ccccc12)C(=O)O,7,i,15,-2,0.3,-8,1,-15,1
Cc1[nH]c2ccccc2c1C(=O)CNc1nccs1,7,i,-2,0,3.2,-8,0,-1,-1
O=C(C[n+]1ccc(/C=N/O)cc1)NC(=O)Nc1ccccc1,2,i,14,2,0.8,-27,-1,-4,1
COc1ccc(CCNC(=O)c2ccc(N(C)S(=O)(=O)c3ccc(C)cc3)cc2)cc1,1,i,21*,3,1.1,17,-1,-2,4
C/C(=N\OC(=O)NC(C)C)c1sc(-c2ccccc2)nc1C,1,i,4,-5,1.7,-4,1,-2,0
Cc1cc(C)c(NS(=O)(=O)c2ccc(Cl)c(C(=O)O)c2)c(C)c1,-3,i,-1,3,2.4,-8,-1,-10,-2
CCN(CC)CCN(C(=O)c1ccc(C(C)=O)cc1)c1nc2ccc(Cl)cc2s1,8,i,-2,11,1.6,13,2,-1,3
Nc1cc(=O)[nH]c(SCc2cccc(Cl)c2)n1,4,i,-6,-2,1.1,3,4,0,-1
CCOC(=O)C(Cc1ccccc1)NC(=O)CCc1nnc2ccc(N3CCCC3)nn12 (centres undefined),18,i,9,-12,1.4,18,-1,2,-2
CCC(O)(CC)C(=O)N(Nc1ccc(C)cc1)c1ccc(C)cc1,7,i,-7,-3,-1.1,2,-2,-4,1
Cc1ccc(Cn2c(C3CCCN3c3nc(C)cs3)nc3cc(C(=O)NCCCO)ccc32)cc1 (centres undefined),-8,i,22,-17,0.3,-7,4,-1,3
CC(Oc1ccccc1Cl)C(=O)N(Cc1ccco1)C1CCS(=O)(=O)C1 (centres undefined),11,i,-8,-1,-0.9,-6,5,-2,-1
CN1CCN(c2nc(-c3cccs3)nc3ccccc23)CC1,7,i,-6,-9,2.7,-2,-16,-5,-12
COc1ccc(C2NCCc3c2[nH]c2ccccc32)cc1CN1CCc2cc(OC)c(OC)cc2C1C (centres undefined),-5,i,-6,-3,nt,-2,1,-2,7.3*
CC(C)CN1CCN=C1Nc1ccccc1,-7,i,-7,4,0.0,-7,3,-2,1
CCSc1nc2sc3c(c2c(=O)n1-c1ccccc1)CCN(C(C)C)C3,17,i,-74,-18,2.7,-14,-13,-5,-2
CCCCn1c(N)c(N(CCOC)C(=O)COc2ccc(OCC)cc2)c(=O)[nH]c1=O,3,i,-6,3,0.2,-5,0,-2,-3
O=C1CCCc2nc(N3CCN(c4ccccc4)CC3)ncc21,1,i,9,-8,-0.6,-7,-1,-7,2
CCOC(CNC(=O)C1CCN(S(=O)(=O)c2ccc3nc4c(c(C(=O)O)c3c2)CC(C)CC4)CC1)OCC (centres undefined),9,i,-11,5,-0.8,-6,-4,-3,1
COC(=O)C1(C)COP(=O)(Nc2ccc(OC)cc2)OC1 (centres undefined),6,i,4,8,1.2,-3,7,-1,4
COc1ccc(-n2c(SCC(=O)Nc3ccccc3)nnc2-c2ccoc2C)cc1,-39,i,-18,-8,-0.5,15,1,-10,1
CC(NC(=O)c1cc(S(=O)(=O)N2CCOCC2)ccc1F)c1ccc(-n2ccnc2)cc1 (centres undefined),-1,i,-2,-6,0.4,-5,3,-3,0
C[C@@H]1CN([C@@H](C)CO)C(=O)c2c(c3ccccc3n2C)-c2ccccc2CO[C@H]1CN(C)S(=O)(=O)c1ccc(C#N)cc1,2,i,2,-7,0.1,40,1,-3,-5
CCO[C@@H]1OC(C(=O)N2CCN(Cc3ccc4c(c3)OCO4)CC2)=C[C@H](c2ccc(C(F)(F)F)cc2)[C@H]1CCCO,3,i,14,0,0.3,22,1,6,2
Cc1cc([N+](=O)[O-])nn1CC(=O)N/N=C/c1ccc(O)cc1O,0,i,3,0,2.1,-1,3,-4,-5
CC1CCN(C(=O)CN(c2ccc(Oc3ccccc3)cc2)S(C)(=O)=O)CC1,4,i,-2,-7,-0.7,9,5,-2,4
O=C(Nc1ccccc1C(F)(F)F)c1ccsc1,-8,i,1,-1,0.3,-2,-1,-1,2
O=C(Nc1ccc2c(c1)OCCO2)c1ccco1,2,i,-4,-3,0.6,-6,-1,0,-4
O=C(NCc1ccccc1)C1COc2ccccc2O1 (centres undefined),-24,i,-5,0,0.2,-6,1,3,-1
O=C(Nc1ccc(C(=O)N2CCCCC2)cc1)C1=CSCCO1,-1,i,-8,-3,2.4,-4,1,-4,-1
COc1ccc(NC(=O)c2nc[nH]c2C(=O)N[C@@H](CC(C)C)C(=O)OC(C)(C)C)cc1,-10,i,12,11,-0.5,17,-7,-1,-2
COc1ccc(CC2(C)OC(c3ccncc3)=NN2C(C)=O)cc1 (centres undefined),7,i,-11,10,0.5,-4,-3,-4,-2
O=C(Cc1ccccc1)NCC(=O)OCC(=O)c1ccc(Cl)c([N+](=O)[O-])c1,7,i,-8,-3,0.3,2,-2,1,2
CCC(=O)Nc1nnc(S(=O)(=O)N2CCCCCC2)s1,11,i,-2,-5,-0.6,-7,nt,-11,-2
COc1ccc(NC(=O)C[C@H]2C(=O)N(C3CCCCC3)C[C@@H]2c2ccccc2)cc1,7,i,-3,1,-0.4,-10,2,-2,-2
COC(=O)c1cnc(SCC(=O)c2ccccc2)n1C,2,i,4,8,-1.3,-3,-3,3,-3
CCc1nc2c(OCCOC)cccn2c1N(C)C(=O)c1ccco1,4,i,3,-6,0.2,-7,3,-2,0
CC(=O)c1ccc(N2CCN(C(=O)CCS(=O)(=O)c3ccc(C)cc3)CC2)cc1,15,i,2,2,3.2,-8,6,-3,0
Cc1ccc(CC(=O)N2CCN(c3ccccc3F)CC2)cc1,-13,i,9,2,-0.7,-1,-2,-3,3
Cc1cccc2sc(NC(=O)c3ccc(NS(=O)(=O)c4cccs4)cc3)nc12,-5,nt,-2,3,3.6,14,3,-5,-3
CC(C)CC(NC(=O)C1CCCCC1)C(=O)NC(C)c1ccccc1 (centres undefined),10,i,1,4,1.2,-1,-5,-2,0
COc1cccc(-n2cnnc2SC(C)C(=O)NC2CCCC2)c1 (centres undefined),12,i,-5,3,-1.7,-6,-1,-2,1
O=[N+]([O-])c1cccc(CNC2CCCCCC2)c1,13,i,-11,-15,-0.8,2,-2,-3,-3

# Next part
molecule,SKN-1 inh,Neddyl block,NRP1-CendR mod,E coli Lon inh,MsrA inh,FAS TE block,MT1-MMP act inh,bovine MsrA act,Rin1 Abl inh
COc1ccc(NC(=O)CC2C(=O)Nc3ccccc3N2CC(=O)N2CCCC2)cc1 (centres undefined),2,i,-7,-6,-0.1,-5,1,-3,4
Cc1cc(C[n+]2ccsc2N)c2ncccc2c1,5,i,12,0,-0.2,-22,3,-3,-1
COc1cccc(/C=N/N(C)C2=NS(=O)(=O)c3ccccc32)c1O,1,i,-1,-17,-0.1,-2,0,3,3
COC(=O)c1sccc1NC(=S)N1C(C)CCCC1C (centres undefined),-4,i,-2,-9,0.6,9,-1,-6,-10
CC1CCN(C(C)C(=O)Nc2ccc(S(=O)(=O)N3CCCC3)cc2)CC1 (centres undefined),7,i,8,-11,0.7,-5,-1,-5,6
Cc1ccc(CCNC(=O)c2cccc(NC3=NC4CS(=O)(=O)CC4S3)c2)cc1 (centres undefined),-1,i,-7,-2,0.1,-3,1,-5,2
COc1ccc(Br)cc1CNCC1CCCO1 (centres undefined),10,i,0,-9,0.1,-6,0,-3,-1
NNc1nc(-c2ccccc2)c2cc(Cl)ccc2n1,5,i,2,10,1.1,3,-2,-1,0
COC(=O)c1c(NC(C)=O)sc(C(=O)Nc2ccccc2OC)c1C,-4,i,-4,-1,2.3,2,-3,-3,-1
COc1ccc(CCNC(=S)NC2CCN(Cc3ccccc3)CC2)cc1OC,10,i,2,8,-0.9,-3,2,-1,-2
CCc1ccc(NC(=S)Nc2ccc3cn[nH]c3c2)cc1,6,i,1,5,-0.2,-14,1,-2,1
C=C1CCN(c2ccc(C(=O)NCCC)cc2[N+](=O)[O-])CC1,16,i,-1,-5,-0.2,4,2,-2,-1
O=[N+]([O-])c1ccc(COn2nnc3ccccc32)cc1,18,i,-4,-4,0.2,2,0,0,-2
Cc1ccc(C)c(S(=O)(=O)N2CCCC2CNC(=O)c2ccc([N+](=O)[O-])cc2)c1 (centres undefined),6,i,4,2,1.9,33,5,-5,3
CCOC(=O)c1ccc(NC(=S)NNC(=O)c2cc(-c3cccnc3)nc3ccccc23)cc1,0,i,-10,5,0.9,14,4,-1,3
COc1cc(NC(=O)CN(C)S(=O)(=O)c2cccs2)cc(OC)c1,-3,i,-4,5,0.3,-1,-7,-10,4
O=C(Cc1cccc2ccccc12)NCC(=O)N1CCN(CC(=O)Nc2ccc(F)cc2)CC1,13,i,-12,-4,0.7,-9,-1,-4,-6
Cc1cc(N2CC(C)OC(C)C2)nc(C(C)C)n1 (centres undefined),-1,i,4,10,-0.1,-6,2,-11,-1
O=C(NCCc1nnc2ccc(NCc3ccc(F)cc3)nn12)c1ccccc1,-1,i,-1,7,0.7,-1,-5,-8,-5
O=C(NCC(c1ccco1)N1CCN(c2ccc(F)cc2)CC1)C1CCCCC1 (centres undefined),-13,i,-2,9,0.8,2,4,-2,-1
COc1ccc(-c2cn[nH]c2-c2ccc(OCc3ccc([N+](=O)[O-])cc3)cc2O)cc1,-4,i,-7,-14,-0.7,-5,-4,-5,-1
COc1cccc(N2C(=O)CC(Nc3ccc(N4CCOCC4)cc3)C2=O)c1 (centres undefined),2,i,-14,2,nt,-6,12,-2,3
COc1ccc(-n2nnnc2SCC(=O)N2CCCC2=O)cc1,0,i,1,0,-0.3,0,0,-2,3
CC(C)CCNC(=O)c1onc(CSc2ccc(Cl)cc2)c1C(=O)NCCC(C)C,4,i,3,12,0.1,12,-4,-7,5
CC(C)(C)c1cc(C(=O)NN)n(Cc2ccc(Cl)cc2Cl)n1,14,i,6,-3,-0.9,2,-7,-2,1

# In a second layout: results already given.
> NNc1nc(-c2ccccc2)c2cc(Cl)ccc2n1
  SKN-1 inh = 5
  Neddyl block = i
  NRP1-CendR mod = 2
  E coli Lon inh = 10
  MsrA inh = 1.1
  FAS TE block = 3
  MT1-MMP act inh = -2
  bovine MsrA act = -1
  Rin1 Abl inh = 0
> COC(=O)c1c(NC(C)=O)sc(C(=O)Nc2ccccc2OC)c1C
  SKN-1 inh = -4
  Neddyl block = i
  NRP1-CendR mod = -4
  E coli Lon inh = -1
  MsrA inh = 2.3
  FAS TE block = 2
  MT1-MMP act inh = -3
  bovine MsrA act = -3
  Rin1 Abl inh = -1
> COc1ccc(CCNC(=S)NC2CCN(Cc3ccccc3)CC2)cc1OC
  SKN-1 inh = 10
  Neddyl block = i
  NRP1-CendR mod = 2
  E coli Lon inh = 8
  MsrA inh = -0.9
  FAS TE block = -3
  MT1-MMP act inh = 2
  bovine MsrA act = -1
  Rin1 Abl inh = -2
> CCc1ccc(NC(=S)Nc2ccc3cn[nH]c3c2)cc1
  SKN-1 inh = 6
  Neddyl block = i
  NRP1-CendR mod = 1
  E coli Lon inh = 5
  MsrA inh = -0.2
  FAS TE block = -14
  MT1-MMP act inh = 1
  bovine MsrA act = -2
  Rin1 Abl inh = 1
